Screening results (PubChem)
rCAG binder: molecules binding r(CAG) RNA repeats; inhibition, % at 3 µM; r(CAG) RNA repeat, TO-PRO-1 dye displacement fluorescence; AID 651821; 370,000 tested, 1.3% active;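 active = inhibition above the plate cutoff, the mean of all test compounds on that plate plus 3 SD, cut at about 35% in these data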;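 note: 0% = DMSO alone and 100% = 100 µM mitoxantrone as full dye displacement; higher means more dye released from RNA so lower well fluorescence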
ARFGAP1 inh: inhibitors of rat ARFGAP1; 360,000 tested, 0.26% active; AID 651572; inhibition, % at 16.5 µM; Arfgap1-stimulated ARF1 GTP hydrolysis, GDP FP detection; Q62848;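 active = inhibition above a per-plate limit, mean inhibition of low control wells plus 3 SD, cut at about 25% in these data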;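 note: 0% = DMSO wells with enzyme and 100% = wells lacking Arfgap1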
Target sequence (Q62848 1-136 limits assumed): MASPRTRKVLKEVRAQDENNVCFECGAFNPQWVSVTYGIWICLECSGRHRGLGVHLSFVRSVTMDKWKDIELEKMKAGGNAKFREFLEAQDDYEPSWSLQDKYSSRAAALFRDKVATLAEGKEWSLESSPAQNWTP
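System: truncated rat Arfgap1 GAP domain / Medium: HEPES-based buffer, pH 7.5 / Also added: N-terminally truncated human ARF1-GTP substrate / Incubation: enzyme reaction 120 min at 25 °C after 20 min preincubation / Measured by: FP of antibody-bound GDP Alexa 633 tracer, ex 620/em 688 nm / Replicates: singlicate, each compound tested once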
SMARCA2 activ: SMARCA2 function activation, primary screen | AID 652017 | 370,000 tested, 1% active | activation, % at 9.1 µM | MG213 cells, MMTV-luciferase reporter, dexamethasone, overnight; in the data active = activation above about 7.8%;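 note: 0% = vehicle wells and 100% = reference activator wells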
ABHD4 inh: inhibitors of mouse ABHD4. 370,000 tested, 0.54% active. AID 720543. inhibition, % at 8.92 µM. Q8VD66. purified mABHD4, FP-Rh probe fluorescence polarization;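 active = inhibition exceeding the mean over every tested compound plus 3 SD, cut at about 30% in these data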;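 note: 0% = plate median of compound wells and 100% = S159A mutant with DMSO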
Target sequence (Q8VD66 whole entry, looked up): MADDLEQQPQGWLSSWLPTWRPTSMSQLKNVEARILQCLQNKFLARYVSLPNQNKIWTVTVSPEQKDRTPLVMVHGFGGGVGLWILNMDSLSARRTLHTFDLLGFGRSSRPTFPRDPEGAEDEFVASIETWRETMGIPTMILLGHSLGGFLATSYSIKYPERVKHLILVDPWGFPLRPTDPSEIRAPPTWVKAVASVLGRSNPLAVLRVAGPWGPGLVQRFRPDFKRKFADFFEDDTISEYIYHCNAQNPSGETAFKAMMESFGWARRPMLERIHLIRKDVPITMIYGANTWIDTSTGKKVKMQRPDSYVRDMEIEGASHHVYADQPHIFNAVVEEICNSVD
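Doses – 8.92 µM, single dose · Material – wild-type mouse ABHD4 protein · Replication – single well per compound (singlicate) · Measure – percent inhibition of probe binding, normalized to plate controls · Schedule – 45 min compound pre-incubation plus 60 min probe step, 25 °C · Detection – fluorescence polarization with parallel and perpendicular emission, 525/598 nm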
GC-B act: GC-B (human) receptor activation; P20594; HEK293-GC-B cells, CNP EC30, cGMP TR-FRET; 0% at EC30 CNP, 100% saturating CNP; 370,000 tested, 0.11% active; activation, % at 10 µM;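 active = activation at 10 µM reaching about 35% in either raw or pattern-adjusted values, limit read from the data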
NR1D1 modulator: modulates human Rev-erb alpha binding to DNA | Rev-erbα–FITC-DNA binding, fluorescence polarization, 90 min | AID 1259318 | 370,000 tested, 0.79% active | P20393 | activity, % at 10 µM;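 active = activity above about 14%, limit read from the data; passing the limit was not always enough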;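 note: 0% = DMSO wells with 35 nM protein and 100% = DMSO wells with 750 nM protein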
ASAP1 inh: ASAP1 ArfGAP inhibition | Q9ULH1 | ASAP1-stimulated ARF1 GTP hydrolysis, GDP FP detection | inhibition, % at 16.5 µM | 360,000 tested, 0.19% active | AID 624377; in the data active = inhibition above about 25%;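 note: 0% = vehicle with enzyme and substrate and 100% = no enzyme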
NPR1 activator: GC-A (human) enzyme activation; HEK293 GC-A cells, cGMP TR-FRET, EC30 ANP; 0% at EC30 ANP, 100% saturating ANP; activation, % at 10 µM; 370,000 tested, 0.14% active; AID 1671463; in the data active = activation above about 40%
PG9 binder: binds the HIV-1 gp120 antibody PG9 | TR-FRET gp120-PG9 antibody binding | inhibition, % at 6.7 µM | 360,000 tested, 0.43% active; in the data active = inhibition above about 8.5%
HTRA1 inh: blocks human HTRA1 serine peptidase. AID 504803. inhibition, % at 5.96 µM. recombinant HTRA1, FP-rhodamine activity-based probe, fluorescence polarization. 340,000 tested, 0.5% active. Q92743; in the data active = inhibition above about 36%;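 note: 0% = enzyme with DMSO and 100% = wells lacking enzyme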
Target sequence (Q92743 whole entry, looked up): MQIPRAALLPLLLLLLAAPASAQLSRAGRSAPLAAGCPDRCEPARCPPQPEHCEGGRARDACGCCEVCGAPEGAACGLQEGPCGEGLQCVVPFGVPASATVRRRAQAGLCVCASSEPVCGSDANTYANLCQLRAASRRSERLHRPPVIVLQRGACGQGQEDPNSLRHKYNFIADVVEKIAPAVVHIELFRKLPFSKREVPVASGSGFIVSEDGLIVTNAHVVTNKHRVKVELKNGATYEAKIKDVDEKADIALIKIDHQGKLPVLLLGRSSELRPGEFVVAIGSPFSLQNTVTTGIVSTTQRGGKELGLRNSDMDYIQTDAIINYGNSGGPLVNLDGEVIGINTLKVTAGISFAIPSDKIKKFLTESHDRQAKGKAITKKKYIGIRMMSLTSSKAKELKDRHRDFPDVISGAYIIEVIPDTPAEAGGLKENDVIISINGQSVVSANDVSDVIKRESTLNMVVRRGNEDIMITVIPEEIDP
* marks the source's active call; other numbers are inactive results; / = no result given. No enrichment for hits; 4.4% or so of the library scored in one or more.

SMILES	rCAG binder	ARFGAP1 inh	SMARCA2 activ	ABHD4 inh	GC-B act	NR1D1 modulator	ASAP1 inh	NPR1 activator	PG9 binder	HTRA1 inh
Cc1ccc2nc(SC(C)C(=O)N3CCOCC3)[nH]c2c1 (stereo unspecified)	-2	-7	3	0	8	-4	18	3	0.5	8
O=C(CSc1nc2nn(-c3ccccc3)c(=O)c-2c2n1CCCCC2)Nc1ccc(F)c(F)c1	4	4	-3	3	-3	-1	-1	-2	-0.5	4
CC(C)(C)C(=O)NCc1ccc(C(=O)CSc2nnc(C3CC3)n2C2CC2)s1	5	7	1	2	-2	-3	0	1	-1.9	-3
CCCCc1nnc(NC(=O)C2=COCCO2)s1	-1	9	5	-5	1	9	0	3	-0.2	-1
O=C1N=C(N2CCc3ccccc3C2)S/C1=C\c1ccc(O)cc1	17	-1	2	-4	-13	-4	5	-15	0.7	-19
Cn1c(C(=O)N2CCCC(C(=O)NCc3ccccc3)C2)cc2sccc21 (stereo unspecified)	-5	-1	0	3	-3	-6	-15	2	-0.6	4
CCn1c(COc2ccc(OC)cc2)nc2ccccc21	-5	4	2	-3	-7	0	6	-1	0.1	-2
O=C(Nc1ccccc1C(=O)OCn1nnc2ccccc2c1=O)c1ccco1	1	-1	3	-2	-7	3	-11	2	1.9	-16
CN(C(=O)Cn1cnc([N+](=O)[O-])n1)C1CCCCC1	0	-4	-1	-4	2	-1	-23	-2	-1.0	-1
COc1ccccc1N1CCN(CC(=O)c2c[nH]c3ccccc23)CC1	-1	8	-4	-3	-1	-8	2	0	-1.9	-3
COc1cc(CN(C)c2ncnc3sccc23)ccc1OC(F)F	4	4	-2	3	4	-3	-9	9	1.5	-6
O=C(NCc1ccccc1Cl)c1cnn2cccnc12	-3	9	0	5	2	-4	8	2	0.2	4
O=Cc1cccn1-c1ncc(Br)cn1	-4	2	-2	8	4	-6	6	-4	-0.3	1
CCn1ccnc1CN1CCCC(C(=O)c2ccc3cc(OC)ccc3c2)C1 (stereo unspecified)	-6	11	-6	3	0	-6	4	-1	-1.6	-7
COc1ccccc1NS(=O)(=O)c1cc(NC(C)=O)ccc1N1CCCCC1	5	-1	-1	-15	1	8	9	2	-0.6	-29
O=C(COc1ccccc1Cl)NCCCNC(=O)c1cccnc1	9	13	-4	-3	2	6	9	6	-1.3	4
CC(C)CN(C(=O)CN1CCN(c2ccc([N+](=O)[O-])cc2)CC1)c1c(N)n(CC(C)C)c(=O)[nH]c1=O	-3	-1	-3	-1	-5	2	-4	-2	-0.7	5
CC(=O)Nc1cccc(NC(=O)c2cc(-c3cccnc3)nc3ccc(Cl)cc23)c1	9	17	2	-20	4	3	1	17	0.6	-45
Cc1ccc2cc(C=C(C#N)C#N)c(N3CCCCC3)nc2c1	10	-7	0	1	-4	-7	-10	2	6.9	-37
Cc1cccc(C)c1NC(=O)C(c1ccncc1)N1CCN(CCN(C)C)CC1 (stereo unspecified)	1	-2	-2	2	0	1	0	3	-0.1	/
COc1ccc(S(=O)(=O)N2CCC(C(=O)NCCC(=O)Nc3ccc(Cl)cc3)CC2)cc1	-1	-4	0	-2	-1	1	3	0	0.7	0
Cc1ccc2c(c1)c1nnc(SCC(=O)Nc3ccccc3C(F)(F)F)nc1n2CC(=O)O	15	-1	1	3	-3	-1	6	2	-2.3	-3
COc1ccc(S(=O)(=O)N(C)CC(=O)NCCC2=CCCCC2)cc1OC	-3	1	-1	-1	-1	1	-12	0	-0.3	-7
CCN(CC)C(=O)c1cc(Cl)ccc1NC(=O)c1ccco1	5	-7	4	-3	0	-9	-8	-4	-0.1	2
Cc1cc(C)c2c(Cn3ccnc3)cc(=O)oc2c1	-2	12	7	3	-5	-3	-11	1	0.7	-5
Cc1c(C(=O)N2CCC(Cc3ccccc3)CC2)cccc1[N+](=O)[O-]	-4	-4	-3	-1	-3	-6	4	-7	1.8	-4
CCCOc1ccc(-c2nnc(-c3ccncc3)o2)cc1	-5	-6	5	-1	-5	1	-4	-10	-0.1	-2
COc1cccc(/C(O)=C2/C(=O)C(=O)N(CCN(C)C)C2c2ccc(Br)cc2)c1 (stereo unspecified)	0	-3	-1	-2	-6	-3	-6	2	1.1	-3
CC(=O)Nc1ccc(Nc2nc(-c3cc4ccccc4oc3=O)cs2)cc1	28	-5	1	13	-6	2	7	4	-2.5	14
O=C(CC1OC(=O)c2ccccc21)Nc1cc(Cl)ccc1N1CCOCC1 (stereo unspecified)	0	-3	4	3	-7	-4	10	-11	-1.0	15

Quoted from the entries so far, 6 compounds:
SMILES	rCAG binder	ARFGAP1 inh	SMARCA2 activ	ABHD4 inh	GC-B act	NR1D1 modulator	ASAP1 inh	NPR1 activator	PG9 binder	HTRA1 inh
Cc1cc(C)c2c(Cn3ccnc3)cc(=O)oc2c1	-2	12	7	3	-5	-3	-11	1	0.7	-5
Cc1c(C(=O)N2CCC(Cc3ccccc3)CC2)cccc1[N+](=O)[O-]	-4	-4	-3	-1	-3	-6	4	-7	1.8	-4
CCCOc1ccc(-c2nnc(-c3ccncc3)o2)cc1	-5	-6	5	-1	-5	1	-4	-10	-0.1	-2
COc1cccc(/C(O)=C2/C(=O)C(=O)N(CCN(C)C)C2c2ccc(Br)cc2)c1 (stereo unspecified)	0	-3	-1	-2	-6	-3	-6	2	1.1	-3
CC(=O)Nc1ccc(Nc2nc(-c3cc4ccccc4oc3=O)cs2)cc1	28	-5	1	13	-6	2	7	4	-2.5	14
O=C(CC1OC(=O)c2ccccc21)Nc1cc(Cl)ccc1N1CCOCC1 (stereo unspecified)	0	-3	4	3	-7	-4	10	-11	-1.0	15

Next part.
SMILES	rCAG binder	ARFGAP1 inh	SMARCA2 activ	ABHD4 inh	GC-B act	NR1D1 modulator	ASAP1 inh	NPR1 activator	PG9 binder	HTRA1 inh
Cc1cccc(CC(=O)Nc2ccon2)c1	6	-13	0	-1	2	-3	14	-1	0.9	5
O=C(NN=Cc1cc(Cl)ccc1[N+](=O)[O-])c1ccco1	0	-6	-1	3	0	4	-6	-2	-0.7	3
O=C(CCc1nc2ccccc2c(=O)[nH]1)OCC(=O)c1ccc(C2CCCCC2)cc1	3	-5	1	-1	-3	15	3	4	-1.8	0
CC(Oc1ccccc1)C(=O)Nc1cccc([N+](=O)[O-])c1 (stereo unspecified)	-1	1	-2	-7	-4	-8	4	4	0.0	4
COc1ccc(O)c(-c2cc(-c3cccs3)[nH]n2)c1	14	8	8	5	-1	-3	15	1	-0.2	-2
Clc1ncccc1-c1nnn(-c2ccccc2)n1	0	-2	7	-5	7	-2	-9	2	-3.0	-7
COc1cc(C2NC(=O)NC(C)=C2C(=O)OC2CCCC(C)C2)cc(Br)c1O (stereo unspecified)	-2	-4	0	-5	-7	2	-1	-28	-1.1	-5
COCCn1cnc2c1c(=O)n(CC#N)c(=O)n2Cc1ccccc1	-1	2	2	-7	8	-6	10	5	0.8	4
COc1ccc(CCNS(=O)(=O)c2ccc3c(c2)NC(=O)CS3)cc1OC	3	5	-1	4	5	-3	-8	5	-3.0	6
CC1(C(=O)NS(C)(=O)=O)CCN1C(=O)C/C=C/c1ccccc1 (stereo unspecified)	2	0	-6	2	-4	-2	-13	3	-0.7	/
O=C(NNC(=O)c1ccncc1)c1ccccc1	1	-7	-1	-2	-1	0	1	2	-1.3	-6
CC(Nc1c([N+](=O)[O-])c(=O)oc2ccccc12)C(Cl)c1ccccc1 (stereo unspecified)	6	-10	-2	-7	-3	6	-4	-5	1.5	1
C=CCSc1nc2ccccc2c(=O)n1Cc1ccccc1	-1	4	1	-7	5	7	-7	3	-1.6	-12
COc1ccc(N2CC(NS(=O)(=O)c3ccc(F)cc3)CC2=O)cc1 (stereo unspecified)	-2	-7	-2	2	0	-14	3	1	0.1	6
O=C(NCCCN1CCOCC1)c1ccccc1NS(=O)(=O)c1ccc(Br)cc1	19	5	-2	7	-3	-2	-2	2	-1.9	0
COc1ccc(N=c2scc(-c3ccc(OC)cc3)n2CCO)cc1	-5	10	-5	6	5	-2	4	4	3.4	1
COc1cc2c(cc1OC)C(c1cccs1)N(C(=O)c1cccc(S(=O)(=O)N(C)C)c1)CC2 (stereo unspecified)	1	-2	1	-1	-2	4	4	-6	1.5	4
CC(C(=O)N1c2ccc(F)cc2CCC1C)N1C(=O)c2ccccc2C1=O (stereo unspecified)	-10	5	2	0	-2	1	8	0	-0.6	0
CC12CCCc3c(O)cc(=O)n(c31)-c1ccccc12 (stereo unspecified)	3	11	-3	-9	8	0	-9	1	-0.6	-1
CN(CC(=O)NCCc1ccc(S(N)(=O)=O)cc1)CC(=O)Nc1cccc(F)c1	1	6	-1	5	2	1	-10	2	-0.8	0
Cc1ccc(N(C)S(=O)(=O)c2cccc(C(=O)Nc3ccc(N4CCOCC4)cc3)c2)cc1	13	0	-4	9	-2	6	17	0	0.7	3
Cc1ccc(NC(=O)CSCC(=O)NCCc2ccccc2)cc1	-3	7	-1	2	1	-2	0	0	0.2	5
S=c1[nH]nc(-c2ccc3ccccc3n2)n1-c1ccc2c(c1)OCCO2	6	2	0	-1	-9	-4	-1	0	-1.6	-4
COc1ccc(OC)c2c(N3CC(C)OC(C)C3)cc(C(F)(F)F)nc12 (stereo unspecified)	-8	-3	5	1	1	-3	-4	1	1.4	-2
CCC(C)N(Cc1ccc(OC)cc1OC)S(=O)(=O)c1cc(Br)ccc1Br (stereo unspecified)	7	8	-3	-6	-12	5	-4	-2	-0.8	/
O=C(CN1C(=O)c2ccccc2C1=O)Nc1ccccc1N1CCOCC1	-1	-8	0	-3	0	2	-19	3	-1.6	-4
O=[N+]([O-])c1ccc2nonc2c1Nc1ccccc1	-5	7	0	4	2	6	-17	1	-2.9	1
Cc1c(C(C)c2ccccc2O)c2ccccc2n1C (stereo unspecified)	6	/	-4	2	-7	3	/	-5	/	/
CCOC(=O)c1ccc(NC(=O)C2CCCN(S(=O)(=O)c3cnc[nH]3)C2)cc1 (stereo unspecified)	0	0	0	2	-2	1	8	1	-1.0	1
C=CCn1c(O)c(N=Nc2ccccc2C)c2ccccc21	0	0	1	4	1	8	0	-4	-2.8	/
CS(=O)(=O)N1CCC(C(=O)N2CCN(Cc3ccccc3)CC2)CC1	-4	-3	-1	6	4	0	-7	3	0.1	4
COc1ccc(-n2nnnc2C(CCc2ccccc2)N2CCN(C/C=C/c3ccccc3)CC2)cc1 (stereo unspecified)	7	-3	-6	2	-1	-2	-12	-6	1.4	/
O=[N+]([O-])c1cccc2nc(-c3ccccc3)c(-c3ccccc3)nc12	4	-7	1	-2	-1	4	2	-8	-0.8	-8
CCCc1cc(=O)[nH]c(SCC(N)=O)n1	-1	2	0	-5	0	-5	0	-5	-3.0	7
O=C1c2ccccc2C(=O)N1CCC1=CCCCC1	-2	4	3	-5	-7	3	-8	0	-2.2	1
O=C1NC2(CCCCCC2)C(=O)N1Cc1ccccc1	-2	9	-3	3	4	-2	-1	4	-0.7	8
COC(OC)C1Nc2ccccc2C(=O)N1c1ccc(F)cc1 (stereo unspecified)	0	-4	-1	6	-2	-3	4	0	-2.8	0
